Assay outcomes as filed in PubChem BioAssay.
S-ASM inh = blocks human secretory acid sphingomyelinase; P17405; placental ASM, HMU-PC fluorogenic substrate, 60 min; Potency, µM (doses to about 57.5 µM), for inactives: at the highest dose activity change, negative = inhibition, usual class: inhibitors; actives 0.006% (n = 340,000); AID 504937; note: potency is the fitted concentration of half-maximal effect
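Human placenta-derived ASM enzyme was preincubated with compound for 10 minutes at room temperature, then given fluorogenic substrate HMU-PC0 (9 uM final) for 60 minutes at 37 °C; a pH 10 stop preceded fluorescence reading at Ex 386/Em 447 nm.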
a7 integrin act = integrin-mediated muscular dystrophy alleviation activation; Potency, µM (highest dose often 38.3 µM), inactives show at the top dose activation, hits mostly activators; actives 0.064% (n = 350,000); AID 624291; alpha7betagal myoblasts, beta-gal FDG fluorescence, 48 h;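 note: potency is the fitted concentration of half-maximal effect; 100% = response of the positive control SU9516; nearly all actives have a fitted effect of over 60% in size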
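Alpha7betagal+/- myoblasts (passage 13) were plated 16-24 hr, then exposed to compounds (1:260 dilution of DMSO stock) for 48 hours at 37C. After MPER lysis, β-galactosidase reporter activity was read as FDG fluorescence (ex 480/em 540) after 30 minutes.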
p53 reactivator = mutant p53 re-activation in reporter cells; H1299 p53-A138V BP100-luciferase reporter, luminescence, 24 h; actives 0.063% (n = 320,000); Potency, µM (doses to about 92.2 µM), inactives show at the top dose activity change, positive = activation, hits mostly activators; note: potency is the fitted concentration of half-maximal effect; % of control where 0% means no effect; nearly all actives have a fitted effect of over 45% in size
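H1299 (p53-null), stable ts p53-A138V + BP100-Luc; 1000 cells/well, Opti-MEM/10% FBS; cpd 4 pt, 1:5; 24 h, 37 deg C, 5% CO2; detection reagent 10 min RT; luminescence.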
BRCA1 expr up = increases BRCA1 expression. MCF7-BRCA1-FFLuc reporter, luminescence, 48 h; response scale: scaled: vehicle 0%, 10 µM genistein 100%. AID 624202. Potency, µM (top dose mostly 46.1 µM), inactives show top-dose activation, actives largely listed as activators. actives 1.1% (n = 380,000); note: potency is the fitted concentration of half-maximal effect; nearly all actives have a fitted effect of over 80% in size; some results filed as inactive show a strong effect at the top dose
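Luminescence from a BRCA1-driven firefly luciferase in MCF7 cells was read after 48 h compound exposure at 37 C. Data normalized against DMSO and a 10microM genistein activation control, then curve-fitted across the titration.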
TSG101-PTAP inh = blocks PTAP/TSG101 interaction to inhibit HIV-1 budding; Fluorescence polarization, FITC-PTAP peptide / Tsg101 binding; Potency, µM (doses to about 115 µM), for inactives: at the highest dose activity change, negative = inhibition, hits mostly inhibitors; 340,000 tested, under 10 active; active = well fitted inhibition curve with a large enough effect in the main read-out, with a control signal flat, not every such curve was filed as active; inconclusive = small, poorly fitted or top-dose-only effect, or effect the other way, or a change in a side signal; inactive = no such curve, though single readings can be large or run the other way; note: potency is the fitted concentration of half-maximal effect; % of control where 0% means no effect
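Compounds were pin-transferred onto Tsg101 binding domain (10 uM final) in HEPES pH 7.5 buffer, then FITC-PTAP peptide was added at 50 nM final. After 20 min at RT, polarization reported peptide displacement across a qHTS concentration series.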
USP2a inh = blocks human ubiquitin-specific protease USP2a | Potency, µM (titrated, usually from 38.3 µM), for inactives: at the top dose activity change, negative = inhibition, hits mostly inhibitors | AID 463254 | actives 0.01% (n = 330,000) | O75604 | USP2 core, Ub-CHOP2 coupled fluorogenic reporter, 485/531;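 note: potency is the fitted concentration of half-maximal effect; plate controls were DMSO wells for no effect and full inhibition by NEM control for full effect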
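Cell-free coupled assay: 10nM USP2 core preincubated 30min RT with compound in Tris-HCl pH 8.0/CaCl2/CHAPS buffer, then 25nM Ub-CHOP2 and 25nM reporter substrate; fluorescence (Ex 485/Em 531) read after 60min RT, normalized to NEM inhibition, concentration-response curves fitted.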
Eya2 inh = Eya2 (human) phosphatase inhibition. O00167. Potency, µM (series often up to 76.9 µM), without a hit: at the top dose activity, negative = inhibition, usual class: inhibitors. actives 0.006% (n = 330,000). recombinant Eya2, OMFP fluorescence dephosphorylation (OMFP is methylfluorescein phosphate). AID 488837; note: potency is the fitted concentration of half-maximal effect; % is set by controls: 0 for no effect and ±100 for the full control effect
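Eya2 (0.2 uM) preincubated 10 min at ambient with compound, then OMFP substrate added at 50 uM; 10 min reaction in 50 mM HEPES pH 7.5, 50 mM NaCl, 5 uM MgCl2, 0.05% BSA, 1 mM DTT. Fluorescence read at Ex 485/Em 525 nm.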
TRPV1 agonist = agonists of human vanilloid receptor 1 (TRPV1) | Q8NER1 | TRPV1-expressing cells, Fluo-8 calcium influx, agonist mode | activation, % at 8.33 µM | actives 0.19% (n = 320,000); in the data active = activation above about 80%; inconclusive = between about 30% and that limit; note: 0% is about no effect
Target sequence (Q8NER1 whole entry, looked up): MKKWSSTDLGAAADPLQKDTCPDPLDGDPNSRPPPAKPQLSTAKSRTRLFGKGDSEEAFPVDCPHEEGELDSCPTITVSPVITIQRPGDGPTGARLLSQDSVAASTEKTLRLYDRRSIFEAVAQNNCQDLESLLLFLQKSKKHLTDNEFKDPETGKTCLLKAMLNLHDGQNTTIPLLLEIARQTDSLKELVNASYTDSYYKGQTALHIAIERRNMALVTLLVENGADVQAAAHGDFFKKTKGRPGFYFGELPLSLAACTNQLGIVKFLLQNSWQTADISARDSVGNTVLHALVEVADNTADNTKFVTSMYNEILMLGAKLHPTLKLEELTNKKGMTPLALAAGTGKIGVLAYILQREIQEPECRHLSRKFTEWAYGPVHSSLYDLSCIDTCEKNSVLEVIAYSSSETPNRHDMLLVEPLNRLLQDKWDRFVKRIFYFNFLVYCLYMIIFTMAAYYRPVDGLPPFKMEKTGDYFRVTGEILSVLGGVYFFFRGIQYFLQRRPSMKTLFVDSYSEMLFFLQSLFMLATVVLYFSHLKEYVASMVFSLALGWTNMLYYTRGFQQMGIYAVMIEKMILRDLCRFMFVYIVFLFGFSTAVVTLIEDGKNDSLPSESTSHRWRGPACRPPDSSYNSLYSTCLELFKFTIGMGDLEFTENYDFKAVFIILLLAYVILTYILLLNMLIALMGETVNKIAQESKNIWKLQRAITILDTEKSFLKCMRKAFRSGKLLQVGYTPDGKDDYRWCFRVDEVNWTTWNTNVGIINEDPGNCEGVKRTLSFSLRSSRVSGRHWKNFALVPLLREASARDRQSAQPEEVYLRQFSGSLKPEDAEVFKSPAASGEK
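Cells expressing TRPV1 were dye-loaded with Fluo-8 and read kinetically: 10 s baseline, 3 min after compound (agonist portion), then 2 min after EC20 capsaicin (allosteric enhancer portion). Calcium-bound dye fluorescence at 480/520 nm.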
ELG1 genotox = genotoxicity induction in ELG1-luciferase HEK293T cells. HEK293T ELG1-luciferase reporter, luminescence, 16 h. Potency, µM (titrated, usually from 46 µM), inactives show at the top dose activity change, positive = activation, usual class: activators. actives 1.3% (n = 330,000); note: potency is the fitted concentration of half-maximal effect; % of control where 0% means no effect; nearly all actives have a fitted effect of over 60% in size
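16 hr compound incubation (37 °C, 5% CO2) of HEK293T cells carrying luciferase-tagged ELG1; luciferase then measured by ONE-Glo luminescence after 30 min at RT.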
B2AR arrestin = beta2AR (human) beta-arrestin recruitment activity | P07550 | beta-arrestin recruitment to beta2AR, cell-based reporter | Potency, µM (highest dose often 46.1 µM), inactives show at the highest dose activation, hits mostly activators | actives 0.02% (n = 330,000) | AID 492947;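 note: potency is the fitted concentration of half-maximal effect; 0% = DMSO controls and full agonism = EC100 isoproterenol or metaproterenol; nearly all actives have a fitted effect of over 65% in size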
uPA surface inh = blocks generation of uPA at the cell surface. cell surface uPA generation assay, qHTS. Potency, µM (top dose mostly 38.3 µM), without a hit: at the top dose activity change, negative = inhibition, actives largely listed as inhibitors. actives 0.31% (n = 330,000). AID 540303; active = well fitted inhibition curve with a large enough effect; inconclusive = small, poorly fitted or top-dose-only effect; inactive = no such curve, though single readings can be large or run the other way; tested in mouse RAW 264.7 cells; note: potency is the fitted concentration of half-maximal effect; % is set by controls: 0 for no effect and ±100 for the full control effect; nearly all actives have a fitted effect of over 55% in size
Numbers without * were called inactive; ? = inconclusive; nt = not tested or not shown; [ ] = another dose, or the depositor's remark. Unless noted, calls come from the whole dose curve; as a rule, active = well fitted curve in the direction sought with a large enough effect; inconclusive = small, poorly fitted or top-dose-only effect, or another doubt; inactive = no such curve, though single readings can be large; an effect the other way counts as inactive or inconclusive.

SMILES | S-ASM inh | a7 integrin act | p53 reactivator | BRCA1 expr up | TSG101-PTAP inh | USP2a inh | Eya2 inh | TRPV1 agonist | ELG1 genotox | B2AR arrestin | uPA surface inh
COc1ccc(Br)cc1S(=O)(=O)N1CCN=C1C | -2% | 19% | -7% | -6% | -3% | 1% | -28% | -1 | 1% | -0.3% | -1%
CC(=O)N1CCCC(C(=O)c2ccc(Oc3ccccc3)cc2)C1 (configuration not stated) | 0% | -4% | 3% | 47% | -4% | 0% | -5% | 1 | 1% | 0.5% | 1%
O=C(O)c1cccc(NC(=O)c2cn(-c3ccccc3)nc2-c2ccc(F)cc2)c1 | -13% | 6% | nt | 52% | -1% | 3% | -26% | 0 | 9% | 0.4% | -1%
NC(=O)c1ccc(NC(=O)Nc2ccc3c(c2)OCO3)cc1 | -3% | 20% | ? | 76% | -3% | 0% | -4% | -3 | ? | -1.5% | -8%
COC(=O)CC(c1ccccc1F)N1Cc2ccccc2C1=O (configuration not stated) | 6% | 7% | -2% | -19% | -1% | 7% | -7% | 7 | -1% | 0.0% | -3%
O=C(c1ccccc1-c1ccccc1)N1CCOCC1 | 4% | -16% | -6% | -2% | -4% | 0% | 5% | 3 | 0% | 0.0% | 2%
COc1cc(C(=O)OCC(=O)N2CCCCCC2)c([N+](=O)[O-])cc1OC | -3% | 12% | 4% | -11% | 1% | 0% | 3% | nt | -3% | 0.0% | 6%
CCC(C)NC(=O)Cn1cnc2sc(C)c(S(=O)(=O)N3CCCCC3)c2c1=O (configuration not stated) | -1% | 7% | 3% | -2% | -1% | 0% | 9% | -1 | -3% | 0.1% | 1%
COc1ccc(/C=C/C(=O)O/N=C(\N)c2ccccc2)cc1OC | 2% | -35% | ? | ? | -1% | -1% | -11% | -1 | ? | 5.7% | -1%
O=C(COC(=O)c1cc(Br)ccc1O)NC1CCCCCC1 | nt | 1% | -5% | -32% | 0% | 0% | 10% | 18 | 1% | -0.2% | -4%
COc1cccc(C=NCCNC(=O)c2nonc2N)c1O | 2% | -33% | 25% | 13% | -3% | -1% | 22% | -1 | 0% | 0.4% | -4%
CCN(CC)C(=O)NC(c1ccc(C)c(F)c1)C(Cl)(Cl)Cl (configuration not stated) | -3% | -13% | -6% | -29% | -1% | -8% | 1% | ? | -4% | 0.2% | 2%
CCCCOc1ccc(NC(=O)C2OC3OC(C)(C)OC3C3OC(C)(C)OC23)cc1 (configuration not stated) | -1% | -20% | -5% | 6% | -1% | -1% | -1% | 0 | 9% | -0.2% | -1%
O=C(CSc1n[nH]c(=O)n1-c1cccnc1)N1CCOCC1 | 1% | -25% | ? | -5% | 0% | 2% | 2% | 1 | 0% | ? | 5%
COc1ccc2c(c1OC)C(=O)NC(C)=C(C(=O)OC(C)(C)C)C2O (configuration not stated) | 0% | -14% | -5% | 2% | -1% | 2% | 13% | 3 | -6% | -0.4% | -25%
Cc1cc(NC(=O)c2ccccc2)no1 | -2% | -12% | 13% | 99% | -3% | -2% | -6% | -1 | ? | 0.3% | 0%
O=C(OCC(=O)N1CCc2ccccc21)c1cc(S(=O)(=O)N2CCOCC2)ccc1F | -4% | -26% | 4% | -10% | -1% | 2% | 14% | 4 | -1% | -0.2% | 3%
COc1ccc(CNC(=O)[C@H](C)NC(=O)C2CCN(C(=O)[C@H](CCSC)NC(=O)OC(C)(C)C)CC2)cc1 | 2% | -15% | 5% | 8% | 5% | 0% | 7% | 0 | -1% | -0.1% | 1%
COc1ccc(C2C(C(=O)N3CCOCC3)=C(C)NC3=C2C(=O)CC(C)(C)C3)cc1O (configuration not stated) | 10% | 6%[7.66 µM] | -5% | 6% | -2% | -1% | 10% | 0 | 3% | 0.0% | nt
CCOC(=O)c1ccc(NC(=O)c2nc(SC)ncc2Cl)cc1 | -5% | -18% | -6% | 11% | -7% | 0% | 4% | -1 | -3% | -0.3% | 5%
COc1ccc(CCN2C(=S)N(C)C(=O)C2CC(=O)Nc2ccc(F)cc2)cc1 (configuration not stated) | -2% | -8% | 1% | -14% | 1% | 2% | 0% | 14 | -12% | 0.1% | 4%
COc1ccc(S(=O)(=O)N2CCN(C(=O)N3CCOCC3)C2C)cc1 (configuration not stated) | 9% | -44%[inhibitor] | 1% | 28% | 2% | 3% | -1% | -2 | 11% | -0.4% | 2%
CCc1nc2ccccc2n1CC(O)COCC1CC=CCC1 (configuration not stated) | -2% | -13% | 10% | -4% | -4% | 11% | 9% | 28 | -6% | 0.3% | 9%
COc1ccc(C2c3c(oc4ccccc4c3=O)C(=O)N2c2ccc(C)cn2)cc1OC (configuration not stated) | -2% | 0% | -4% | 0% | -3% | -1% | 0% | ? | -2% | 0.1% | 6%
CCc1ccc(NC(=O)C(C)Oc2nnc(-c3cccs3)c(-c3cccs3)n2)cc1 (configuration not stated) | -6% | -4% | 3% | -28% | 2% | 0% | -1% | 2 | -2% | -0.9% | 9%
O=C1Nc2ccccc2C(=O)N2CCCCC12 (configuration not stated) | 4% | 10% | -2% | 0% | -4% | -1% | -1% | 0 | 1% | -0.6% | 4%
O=C(O)c1cccc(CSc2nnc(-c3ccco3)o2)c1 | 1% | 1% | -5% | 2% | -6% | -5% | -13% | -3 | 1% | -0.2% | -3%
COc1cccc(NC(=O)Nc2nc(SC(C)(C)C)ns2)c1 | -10% | -60%[inhibitor] | nt | 12% | -1% | 2% | -2% | 28 | 2% | 0.2% | ?
COc1ccc(OC)c(NC(=O)C2CCN(c3nc(C)cc(C)n3)CC2)c1 | -1% | -13% | 10% | 6% | -4% | 2% | -7% | -2 | -1% | -0.3% | -2%
N#Cc1c2n(c3c(=O)n(Cc4ccc(Cl)cc4)cnc13)CCCC2 | -13% | 1% | -4% | 9% | 4% | 2% | 15% | -2 | 10% | 0.1% | 8%
C=CCn1c(COc2ccc(CC)cc2)nnc1SCC(=O)N(C)C1CCS(=O)(=O)C1 (configuration not stated) | 1% | -6% | -4% | -18% | -1% | 0% | -9% | 4 | -3% | -0.3% | 1%
O=C1CN(C(=O)COC(=O)/C=C/c2ccco2)c2ccccc2N1 | -1% | 1% | 3% | 0% | -1% | 2% | 2% | 2 | -7% | 0.2% | -3%
O=C(O)CCC(=O)NNC(=O)c1ccc(-c2ccccc2)cc1 | 5% | ? | 7% | -2% | 0% | 1% | 6% | 2 | 2% | -3.3% | 8%
CCOC(=O)c1ccc(Oc2cc(C)nc(SC)n2)cc1 | -4% | -7%[7.66 µM] | -8% | -53% | 6% | 1% | 4% | -2 | 1% | 0.9% | -16%
O=C1CC(c2ccc(Cl)cc2)c2c(O)cc(O)cc2O1 (configuration not stated) | -2% | -16% | -2% | -30% | -6% | 0% | -6% | 4 | 1% | -0.4% | 10%
COc1cc2c(cc1OC)CN(C(=O)COc1ccc(C#N)cc1)CC2 | 0% | -1% | -10% | -8% | -3% | 1% | 8% | 13 | -3% | -0.4% | 3%
COc1ccc(CNC(=O)Cc2c(C(=O)O)[nH]c3ccccc23)cc1 | 3% | 11% | 11% | 11% | -11% | 4% | 5% | -1 | -2% | -0.6% | -2%
CC(NC(=O)c1ccco1)C(c1cccs1)N1CCOCC1 (configuration not stated) | 8% | -2% | -4% | 0% | -2% | -1% | ? | -1 | 0% | -0.2% | 2%
Cc1ccc(C(=O)NCC(=O)NC2CCCC2)cc1 | -1% | 9% | -10% | 27% | -4% | -1% | 3% | 0 | 1% | 0.5% | 0%
CNC(=O)c1ccc(-c2ccc(Cl)c(Cl)c2)s1 | -10% | -42% | 12% | 82% | -6% | 1% | -6% | ? | ? | -0.1% | -7%
COc1ccc(C2/C(=C(/O)c3ccc(Br)cc3)C(=O)C(=O)N2C)cc1 (configuration not stated) | -1% | -18% | -6% | 2% | 0% | -1% | 7% | 6 | -1% | -0.2% | -5%
Cc1cc2nnc(SC3CCOC3=O)n2c2ccccc12 (configuration not stated) | 0% | -5% | -10% | 7% | -8% | 2% | 12% | 0 | 0% | -0.7% | 2%
